GLA spleen mod: qHTS Assay for Inhibitors and Activators of Human alpha-Galactosidase From Spleen Homogenate. Alpha-galactosidase A (Homo sapiens), P06280. human spleen homogenate, 4MU-alpha-Gal fluorescence, 40 min. Potency, µM (series often up to 80 µM), for the others: top-dose activity change, negative = inhibition, actives largely listed as inhibitors. hit rate 0.008% among 240,000. AID 2107, 2009;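 also: 0% = enzyme with vehicle and -100% = no enzyme basal signal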
Target sequence (P06280 32-429 limits assumed): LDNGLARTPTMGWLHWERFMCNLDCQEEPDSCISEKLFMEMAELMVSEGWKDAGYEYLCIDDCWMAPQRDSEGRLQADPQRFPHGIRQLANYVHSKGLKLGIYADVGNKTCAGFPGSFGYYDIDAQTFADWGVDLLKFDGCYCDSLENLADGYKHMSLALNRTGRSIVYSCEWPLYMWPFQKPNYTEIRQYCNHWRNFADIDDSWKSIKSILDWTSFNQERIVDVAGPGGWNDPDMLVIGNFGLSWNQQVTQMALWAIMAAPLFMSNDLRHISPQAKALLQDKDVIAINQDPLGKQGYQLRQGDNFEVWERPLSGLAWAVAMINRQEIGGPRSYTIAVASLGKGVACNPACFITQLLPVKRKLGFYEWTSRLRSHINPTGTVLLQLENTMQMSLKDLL
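Human spleen homogenate (1 ug) as enzyme source, 4-methylumbelliferyl-alpha-D-galactopyranoside 1 mM final, citrate/phosphate pH 5.0 with 0.01% Tween-20. Compounds 40 min at 37C, NaOH/glycine stop; fluorescence Ex 365/Em 440, Hill-fit AC50.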
aGlu spleen mod: qHTS Assay for Inhibitors and Activators of Human alpha-Glucosidase From Spleen Homogenate; Lysosomal alpha-glucosidase (Homo sapiens), P10253; human spleen homogenate, 4-MU-alpha-glucoside fluorescence; AID 2112, 2009; Potency, µM (titrated, usually from 79.9 µM), for inactives: top-dose activity change, negative = inhibition, most hits filed as inhibitors; hit rate 0.006% among 240,000;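 also: 0% = enzyme with vehicle and -100% = no enzyme basal signal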
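AC50 values come from Hill-equation fits of concentration-response data, normalized to no-enzyme and full-activity controls. Enzyme source: 1 ug human spleen homogenate; 1 mM fluorogenic 4-MU glucoside, pH 5.0 citrate buffer, 37 C, 40 min.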
HTT ATP protect: qHTS Multiplex Assay to Identify Dual Action Probes in a Cell Model of Huntington: Cytoprotection (ATP); hit rate 0.14% among 230,000; PC12 HTT-Q103 induced, cytoprotection, ATP luminescence, 40 h; AID 1471, 2008; Potency, µM (series often up to 56.4 µM), for the others: cytoprotection (ATP increase), hits mostly activators;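 also: % of control where 0% means no effect; nearly all actives have a fitted effect of over 45% in size; toxic huntingtin expression switched on by the ecdysone agonist tebufenozide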
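Readout: ATPlite luminescence (ATP level). Model: stable PC12, inducible Htt exon1 Q103-GFP. Inducer: tebufenozide, 100 nM final. Compounds: dose series. No G418 in medium.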
Tau fluor counter: Counterscreen qHTS for Inhibitors of Tau Fibril Formation, Fluorescence Polarization; tau K18 P301L Alexa594 fluorescence, heparin fibrillization; Potency, µM (doses to about 57.7 µM), inactives show top-dose activity change, negative = decrease; hit rate 0.93% among 280,000; also: % is scaled to controls: 0 for no effect and ±100 for the full control effect; nearly all actives have a fitted effect of over 55% in size
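Human K18 P301L tau (15 uM unlabeled plus 0.24 uM Alexa 594-labeled, final) in 100 mM sodium acetate pH 7 was mixed with compound and 20 uM heparin and incubated 6 hr at 37 C.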
GAA inhib: qHTS Assay for Inhibitors of Human alpha-Glucosidase as a Potential Chaperone Treatment of Pompe Disease; Lysosomal alpha-glucosidase (Homo sapiens), P10253; purified human GAA, 4-MU-alpha-glucoside fluorescence; Potency, µM (titrated, usually from 76.9 µM), without a hit: top-dose activity change, negative = inhibition, actives largely listed as inhibitors; hit rate 0.005% among 200,000;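 also: plate controls were uninhibited enzyme wells for no effect and no-enzyme background for full effect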
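Human alpha-glucosidase, 4 nM, pre-mixed with test compounds before 400 uM 4-methylumbelliferyl substrate; 20 min room temperature at pH 5.0. Fluorescence read after pH 10 stop; AC50 values from Hill-equation fits.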
Tau FP inhib: qHTS for Inhibitors of Tau Fibril Formation, Fluorescence Polarization; hit rate 0.39% among 280,000; AID 1468, 2008; Microtubule-associated protein tau (Homo sapiens), P10636; Potency, µM (titrated, usually from 57.7 µM), for the others: at the highest dose activity, negative = inhibition, hits mostly inhibitors; K18 P301L tau heparin fibrillization, Alexa594 FP, 6 h; also: % is scaled to controls: 0 for no effect and ±100 for the full control effect; nearly all actives have a fitted effect of over 55% in size
Target sequence (P10636 561-689 P618L limits assumed): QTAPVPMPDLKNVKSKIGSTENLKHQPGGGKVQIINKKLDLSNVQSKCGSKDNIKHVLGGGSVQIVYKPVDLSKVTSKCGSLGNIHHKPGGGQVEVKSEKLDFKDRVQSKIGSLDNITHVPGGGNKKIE
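Read-out: fluorescence polarization of Alexa 594-labeled tau (0.24 uM), 555 nm excitation, 632 nm emission. Mixtures held 15 uM unlabeled K18 P301L, compound and 20 uM heparin, pH 7 acetate buffer, incubated 6 hr at 37 C.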
Tau ThT inhib: qHTS for Inhibitors of Tau Fibril Formation, Thioflavin T Binding; AID 1460, 2008; Potency, µM (top dose mostly 57.4 µM), inactives show top-dose activity, negative = inhibition, most hits filed as inhibitors; hit rate 2.1% among 270,000; recombinant tau K18 P301L (four-repeat tau fragment), heparin-induced fibrillization, ThT fluorescence; Microtubule-associated protein tau (Homo sapiens), P10636; also: % is scaled to controls: 0 for no effect and ±100 for the full control effect; nearly all actives have a fitted effect of over 55% in size
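Tau K18 P301L fragment (15 uM unlabeled plus 0.24 uM Alexa 594-labeled) in 100 mM sodium acetate pH 7 with compound, fibrillization induced by 20 uM heparin for 6 hr at 37 C. Thioflavin T (30 uM) added, fluorescence read after 1 hr (ex 450, em 510 nm).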
GAA glycogen mod: qHTS Assay for Inhibitors and Activators of Human alpha-Glucosidase Cleavage of Glycogen; Lysosomal alpha-glucosidase (Homo sapiens), P10253; recombinant GAA, glycogen substrate, Amplex Red glucose oxidase fluorescence; Potency, µM (highest dose often 76.4 µM), for inactives: top-dose activity change, negative = inhibition, hits mostly inhibitors; hit rate 0.38% among 300,000; AID 2100, 2009;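 also: 0% = full enzyme reaction and -100% = no-enzyme basal signal; the screen sought inhibitors and activators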
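Recombinant enzyme (4 nM final) with compounds titrated up to 77 uM and bovine liver glycogen (30 ug) in citrate pH 5.0, 0.01% Tween-20, 37 C 40 min. Released glucose detected by Amplex Red/glucose oxidase (Ex 573/Em 610); AC50 from Hill fits.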
Starred values were filed as active, the others as inactive; ? = inconclusive; nt = no result given; & = joins results of further samples; [ ] = dose if it differs, or a comment. Calls follow the shape of the dose curve; as a rule, active = well fitted curve in the direction sought with a large enough effect; inconclusive = small, poorly fitted or top-dose-only effect, or another doubt; inactive = no such curve, though single readings can be large; an effect the other way counts as inactive or inconclusive. Potency is read from the fitted curve at half-maximal effect.

SMILES	GLA spleen mod	aGlu spleen mod	HTT ATP protect	Tau fluor counter	GAA inhib	Tau FP inhib	Tau ThT inhib	GAA glycogen mod
COc1ccc(/C=C/C(=O)NCCCc2ccccc2)cc1OC	3%	5%	-21%[0.074 µM]	5%	0%	4%	-2%	-4%
COC(=O)c1cc(C(=O)OC)cc(N2C(=O)CN=C2Nc2nc(C)cc(C)n2)c1	-1%	-5%	-10%	10%	-3%	0%	8%	-6%
Cc1cc([N+](=O)[O-])cc2c1NC(c1ccccn1)C1CC=CC21 (stereo unspecified)	3%	-5%	16%[10 µM]	-12%	5%	-5%	-10%	-2%
CCOC(=O)C1=C2c3cc(OC)c(OC)cc3CC(C)(C)N2C(=O)C1=O	3%	-4%	-12%[10 µM]	-1%	0%	6%	-16%	-3%
Cc1ccc2c(c1)cc1c(=O)n(CC(=O)NCc3ccco3)nc(C)n12	nt	nt	nt	3%	nt	0%	1%	5%[76.3 µM]
c1ccc(-c2ncc(-c3ccn[nH]3)s2)cc1	6%	4%	-106%[inhibitor]	-5%	8%	3%	-12%	4%
NC(=O)Cn1nc2sc3ccccc3n2c(=O)c1=O	9%	7%	3%[10 µM]	12%	nt	4%	nt	3%
O=C(Cn1nc(C(=O)O)c2ccccc2c1=O)Nc1ccc2c(c1)OCO2	7%	5%	-7%[10 µM]	-19%	-6%	0%	?	-1%
Cn1c(=O)cc(SCC(=O)NCCCN2CCN(c3ccccc3F)CC2)c2ccccc21	10%	9%	-2%	-23%	-5%	-5%	-8%	4%
Cc1c(C)n(CC(O)CN2CCCCCC2)c2ccccc12 (stereo unspecified)	7%	5%	-9%	-2%	-8%	0%	-10%	6%

Reprinted from the part before: 7 compounds; new compounds follow.
SMILES	GLA spleen mod	aGlu spleen mod	HTT ATP protect	Tau fluor counter	GAA inhib	Tau FP inhib	Tau ThT inhib	GAA glycogen mod
CCOC(=O)C1=C2c3cc(OC)c(OC)cc3CC(C)(C)N2C(=O)C1=O	3%	-4%	-12%[10 µM]	-1%	0%	6%	-16%	-3%
Cc1ccc2c(c1)cc1c(=O)n(CC(=O)NCc3ccco3)nc(C)n12	nt	nt	nt	3%	nt	0%	1%	5%[76.3 µM]
c1ccc(-c2ncc(-c3ccn[nH]3)s2)cc1	6%	4%	-106%[inhibitor]	-5%	8%	3%	-12%	4%
NC(=O)Cn1nc2sc3ccccc3n2c(=O)c1=O	9%	7%	3%[10 µM]	12%	nt	4%	nt	3%
O=C(Cn1nc(C(=O)O)c2ccccc2c1=O)Nc1ccc2c(c1)OCO2	7%	5%	-7%[10 µM]	-19%	-6%	0%	?	-1%
Cn1c(=O)cc(SCC(=O)NCCCN2CCN(c3ccccc3F)CC2)c2ccccc21	10%	9%	-2%	-23%	-5%	-5%	-8%	4%
Cc1c(C)n(CC(O)CN2CCCCCC2)c2ccccc12 (stereo unspecified)	7%	5%	-9%	-2%	-8%	0%	-10%	6%
Cc1cc(=O)n2c(C(=O)Nc3ccc(C)c(Cl)c3)c(C(=O)Nc3ccccc3)sc2n1	nt	nt	nt	-11%	nt	-16%	5%	8%[76.3 µM]
Cc1ccccc1-n1nc(C)c2c(C(=O)NN)cc(-c3ccncc3)nc21	6%	3%	-49%[inhibitor]	-4%	0%	3%	1%	-23%
COc1ccc(C(C)=O)cc1CSCCC(=O)O	-13%	-15%	18%	-3%	3%	3%	-4%	4%
c1ccc(Nc2ccccn2)nc1	-4%	-13%	33%[10 µM]	-5%	0%[15.4 µM]	-4%	5%	5%
O=C1c2ccccc2NC(c2ccc(-c3cccc([N+](=O)[O-])c3)o2)N1O (stereo unspecified)	0%	4%	nt	-22%	-6%	11%	?	-1%
CCc1ccc(-c2csc(NC(=O)Oc3ccccc3)n2)cc1	0%	-1%	9%[10 µM]	-12%	2%	?	?	8%
CSCC[C@@H]1NC(=O)C/C=C\[C@@H](C)COC(=O)[C@H](C)COC1=O	-2%[17.5 µM]	1%[17.4 µM]	17%[10 µM]	-3%[11.6 µM]	nt	-8%[11.6 µM]	-2%[11.5 µM]	nt
COC(=O)C/C=C\[C@@H](C)[C@@H](/C=N\O[C@@H](C)c1cn([C@H](CO)Cc2ccccc2)nn1)OC	-4%&-3%[17.5 µM]	1%&-3%[17.4 µM]	-11%&0%[10 µM]	-5%&-5%[11.6 µM]	nt	-2%&-4%[11.6 µM]	-6%&-4%[11.5 µM]	nt
O=C(Nc1cccc(F)c1)[C@H](CSCc1ccccc1)N1Cc2ccccc2C1=O	nt	nt	nt	-26%	nt	-17%	-3%	-12%[76.3 µM]
C[N+]1(CC(O)COc2ccccc2)CCN(C(=O)c2ccc([N+](=O)[O-])cc2)CC1 (stereo unspecified)	9%	-7%	9%[10 µM]	-3%	-3%	6%	-8%	-4%
O=C(O)C1CCC(=O)N(C2CC2)C1c1ccccc1 (stereo unspecified)	-11%	-13%	-14%	1%	-13%	3%	-11%	3%
Cc1cccc(NC(=S)NNC(=O)c2ccco2)c1	2%	-4%	-14%[10 µM]	-14%	-10%	-13%	-5%	?
CCSc1nnc(NC(=O)CSc2nnc(CNC(=O)c3ccc(OC)cc3)o2)s1	2%	3%	nt	-6%	9%	?	-14%	-4%
CCOC(=O)CC(NC(=O)c1cc2ccccc2oc1=O)c1cccc([N+](=O)[O-])c1 (stereo unspecified)	-11%	-4%	0%[10 µM]	-19%	-2%	1%	-9%	11%
CCOc1ccc(-n2c(-c3ccco3)nc3c(cnn3-c3ccc(C)cc3)c2=O)cc1	3%	4%	2%[10 µM]	-9%	nt	-10%	5%	0%
Cc1ccc(C)c(N2CCN(C(=O)C3CCCCN3S(=O)(=O)c3ccc(F)cc3)CC2)c1 (stereo unspecified)	4%	-2%	-3%	-18%	-12%	11%	?	-3%
COC(=O)c1ccccc1NC(=O)NCc1ccco1	1%	-15%	10%[0.074 µM]	-1%	2%	-1%	0%	-1%
O=C(O)c1ccccc1-c1ccccc1C(=O)Nc1ccccc1	-4%	-6%	-22%	-1%	-2%	-5%	0%	0%
COc1ccc(N(CC(=O)N2CCN(c3ccc(F)cc3)CC2)S(=O)(=O)c2c(C)nn(C)c2C)cc1	nt	nt	nt	-11%	nt	2%	-5%	12%[76.3 µM]
Cc1cccc(-c2nnn(Cc3nnc(NC(=O)c4ccccc4)s3)n2)c1	-2%	0%	19%	-2%	-6%	-7%	-8%	2%

Single values from above:
CCSc1nnc(NC(=O)CSc2nnc(CNC(=O)c3ccc(OC)cc3)o2)s1 @ GAA inhib = 9%
CCOc1ccc(-n2c(-c3ccco3)nc3c(cnn3-c3ccc(C)cc3)c2=O)cc1 @ Tau ThT inhib = 5%
O=C(O)c1ccccc1-c1ccccc1C(=O)Nc1ccccc1 @ Tau ThT inhib = 0%

Some of these compounds in order of their number in Tau ThT inhib, descending.
| compound | GLA spleen mod | GAA inhib | Tau FP inhib | Tau ThT inhib | GAA glycogen mod |
| --- | --- | --- | --- | --- | --- |
| O=C(O)c1ccccc1-c1ccccc1C(=O)Nc1ccccc1 | -4% | -2% | -5% | 0% | 0% |
| Cc1cccc(-c2nnn(Cc3nnc(NC(=O)c4ccccc4)s3)n2)c1 | -2% | -6% | -7% | -8% | 2% |
| CCSc1nnc(NC(=O)CSc2nnc(CNC(=O)c3ccc(OC)cc3)o2)s1 | 2% | 9% | ? | -14% | -4% |

Additional entries follow:
SMILES	GLA spleen mod	aGlu spleen mod	HTT ATP protect	Tau fluor counter	GAA inhib	Tau FP inhib	Tau ThT inhib	GAA glycogen mod
O=S1(=O)CCC(NS(=O)(=O)c2cccc3cccnc23)C1 (stereo unspecified)	-10%	4%	6%[0.074 µM]	6%	-4%	-2%	4%	4%
CCSC(=Nc1ccccc1)Nc1ccccc1	6%	4%	20%	-7%	3%	7%	3%	7%
Cc1cc(NC(=S)N(CCN2CCOCC2)Cc2ccccc2F)ccc1Cl	6%	3%	-26%	-19%	-8%	6%	-6%	-8%
COc1cc(C(=O)NCCc2nc3ccccc3n2C)cc(OC)c1OC	-2%	-3%	-1%[10 µM]	-1%	2%	-6%	-4%	-5%
COc1ccc(/C=N/NS(=O)(=O)c2ccc(C)cc2)cc1OC(=O)c1ccccc1	-4%	-3%	-19%	?	2%	?	0%	-5%
COc1ccc(NC(=O)C(c2ccccc2)N(C)C(=O)c2cnccn2)cc1 (stereo unspecified)	10%	1%	-3%	4%	-4%	3%	-2%	0%
NC(=O)c1cc(Cc2ccccc2)sc1NC(=O)c1ccco1	-3%	3%	9%[10 µM]	?	-12%	?	1%	0%
Cc1c(OCc2ccc(C(=O)O)o2)ccc2c3c(c(=O)oc12)CCC3	17%	0%	-12%[10 µM]	-2%	7%	4%	?	0%
CC(NC(=O)c1ccccc1Cl)C(=O)O (stereo unspecified)	1%	-4%	6%	2%	12%	7%	-2%	4%
COc1cccc(NC(=O)C(Sc2nnnn2C)c2ccccc2)c1 (stereo unspecified)	3%	-9%	8%[10 µM]	-6%	-3%	-3%	-5%	-4%
COc1cc2c(cc1OC)C(c1cccs1)N(C(=S)NC(C)C)CC2 (stereo unspecified)	0%	0%	15%[10 µM]	-5%	-5%	-2%	5%	4%
OCCC1CN(Cc2cc3c(cc2Cl)OCO3)CCN1C1CCCCC1 (stereo unspecified)	-4%	5%	7%[10 µM]	-8%	-4%	2%	-9%	18%
COC(=O)Cc1c(C)c2ccc(OC(=O)c3ccco3)cc2oc1=O	?	?	-1%	-7%	?	-3%	?	-7%
